# FLuc act counter – affects firefly luciferase, flagging false hits in luciferase stimulation screens; 200,000 tested, under 10 active; ATPlite luciferase biochemical, luminescence, 10 min; 0 = ATP-free wells, 1 = DMSO control; activation factor at 10 µM; AID 1027;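 active means luciferase activation factor, scaled between plate controls, of at least 2 with compound at 10 µM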
# Target sequence (P08659 whole entry, looked up): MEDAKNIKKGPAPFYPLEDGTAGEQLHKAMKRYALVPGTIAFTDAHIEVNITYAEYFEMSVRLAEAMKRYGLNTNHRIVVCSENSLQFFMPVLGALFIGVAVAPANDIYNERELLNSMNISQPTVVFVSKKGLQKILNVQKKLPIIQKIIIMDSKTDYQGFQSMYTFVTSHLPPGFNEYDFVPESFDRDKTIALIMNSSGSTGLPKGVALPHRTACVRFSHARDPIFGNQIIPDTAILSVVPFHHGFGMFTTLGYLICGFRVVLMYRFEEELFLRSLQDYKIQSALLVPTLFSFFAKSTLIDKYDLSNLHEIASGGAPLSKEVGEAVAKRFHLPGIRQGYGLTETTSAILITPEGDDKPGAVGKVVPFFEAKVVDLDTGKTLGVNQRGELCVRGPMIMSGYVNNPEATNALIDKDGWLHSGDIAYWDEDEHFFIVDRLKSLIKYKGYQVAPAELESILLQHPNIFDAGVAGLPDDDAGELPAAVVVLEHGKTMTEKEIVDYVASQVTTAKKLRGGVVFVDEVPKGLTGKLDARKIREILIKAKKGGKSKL
#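 Material: luciferase plus luciferin reagent, cell-free. Medium: PBS buffer for ATP. Also added: ATP substrate, dispensed from a 10.24 µM working solution in PBS. Doses: test compounds dosed from 2 mM stocks in 100% DMSO. Incubation: 10 min post-reagent at room temperature. Technique: light output (luminescence). Read-out basis: luminescence gain marking luciferase activators.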
# STAT1 act – STAT1 signaling activation | AID 932 | activation (% of control), % at 5.5 µM | NIH 3T3 STAT1-luciferase reporter, IFN-gamma, luminescence; 100% = IFN-gamma alone, no compound | 200,000 tested, 2.6% active;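 active means activation above the screen-wide mean activation plus 3 SD, cut at about 130% in these data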;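 further: raw ratio to IFN-gamma control signal so 100% means no change and 0% no light; values of inactives mirror those of a sister screen read the other way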
# FLuc inh counter – Photinus pyralis luciferase inhibition counter-screen; P08659; ATPLite firefly luciferase biochemical luminescence, 10 min; inhibition, % at 10 µM; 200,000 tested, 1.5% active; AID 1006;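 active means inhibition above about 50% when tested at 10 µM, limit read from the data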
# TLR4 MyD88 comp – TLR4-MyD88 interaction inhibition in cells; O00206+Q99836; HeLa CL3-4 TLR4/MyD88 BLA complementation, FRET ratio; inhibition, % at 8.4 µM; 200,000 tested, 0.18% active; AID 861; in the data active means inhibition above about 25%;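 further: 0% = vehicle and 100% = reference inhibitor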
# NF-kB neuron act – raises NF-kB expression in human neuronal cells | NF-kB reporter expression; active compounds read high | fold change at 12.5 µM | 190,000 tested, 1.6% active; in the data active means fold change above about 3.3
# Diaphorase inh – diaphorase inhibition or chemical oxidation counter-screen. diaphorase resazurin-to-resorufin fluorescence, NADH, 16 min; bacterial (C. kluyveri) enzyme, not human. inhibition, % at 20 µM. 190,000 tested, 0.69% active;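 active means primary screen inhibition at 20 µM above a set limit, cut at about 50% in these data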;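 further: plate controls were DMSO with full reaction for no effect and wells lacking NADH for full effect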
#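 Benchmarks: positive control wells lacking NADH, neutral wells with DMSO only. System: bacterial diaphorase enzyme (C. kluyveri). Input: 0.14 U/mL diaphorase, enzyme working solution. Detection: resorufin fluorescence, excitation 544 nm, emission 590 nm. Times: 16-min room-temperature incubation before reading.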
# Diaphorase act – activates diaphorase or chemically reduces, flagging diaphorase assay artifacts. 190,000 tested, 0.005% active. Diaphorase/resazurin coupled assay, resorufin fluorescence, 16 min; active compounds read high; 1 = vehicle wells, 0 = NADH-free wells. AID 1229. activation factor at 20 µM;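 active means diaphorase activity raised at least twofold by the compound at 20 µM; inactive means activation factor below 2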
#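 Material: purified diaphorase enzyme from Clostridium kluyveri; Also added: 0.114 mM NADH and 0.1 mM resazurin, final amounts; Doses: single compound dose of 20 µM, 1% DMSO final; Times: 16 min enzyme reaction, ambient temperature; Detection: resorufin fluorescence, excitation 544 nm, emission 590 nm; Measure: increased resorufin signal from activators or reducing compounds.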
# APP transl inh – APP translation inhibition. SH-SY5Y APP 5'UTR-luciferase reporter, luminescence. inhibition, % at 2 µM. 190,000 tested, 0.82% active;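 active means inhibition above a set limit, derived from the sample mean plus 3 SD, cut at about 45% in these data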; further: values of inactives mirror those of a sister screen read the other way
# APP 5'UTR act – APP 5'UTR luciferase reporter activation; AID 1276; 190,000 tested, 1% active; SH-SY5Y APP 5'UTR luciferase reporter, luminescence; zero percent = DMSO vehicle wells; activation, % at 2 µM;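 active means activation above a set limit, based on mean plus 3 SD of controls, cut at about 140% in these data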; further: values of inactives mirror those of a sister screen read the other way
# G6PDH CS – counter-screen for G6PDH assay hits: L. mesenteroides G6PDH inhibition; Purified L. mesenteroides G6PDH, diaphorase/resazurin coupled fluorescence, 45 min; inhibition, % at 5 µM; 200,000 tested, 0.12% active; in the data active means inhibition above about 50%
# Active calls of the source: *; nt = not tested or not shown; & = joins results of further samples.
entry	SMILES	FLuc act counter	STAT1 act	FLuc inh counter	TLR4 MyD88 comp	NF-kB neuron act
1	O=C(N/N=C/c1ccc(OC(=O)c2ccccc2)cc1)c1cccc(O)c1	0.9	120	14	-8	1.4
2	CSc1ccc(/C=N/n2c(Cc3ccc(Br)cc3)n[nH]c2=S)cc1	1.1	106	-7	5	1.1
3	COc1ccccc1N1C(=O)CCC1(C#N)c1ccccc1 (stereo not drawn)	1	93	-4	-10	0.91
4	Cc1ccc(N=C2NC(=O)/C(=C/C=C/c3ccco3)S2)cc1	1	104	2	-7	1.2
5	COc1ccccc1NC(=O)CN(Cc1ccco1)C(=O)c1ccc(-n2nc(C)cc2C)cc1	1	91	-5	-7	0.56
6	CCCn1c(=O)n(C)c(=O)c2c(SCc3cc(C(C)=O)ccc3OCC)nc(C3CC3)nc21	nt	93	nt	-6	nt
7	Cc1cc(NC(=O)Cn2c(=O)c3c(ncn3CCC(C)C)n(Cc3ccccc3)c2=O)no1	1.1	92	-8	8	0.85
8	CCN(CC)S(=O)(=O)c1ccc(O)c(C(=O)OCC(=O)Nc2ccc(OC(F)(F)F)cc2)c1	1	80	-5	3	1.3
9	Cc1nonc1C1CCCN1Cc1nc(-c2ccc(F)cc2F)oc1C (stereo not drawn)	1	96	-3	-3	1
10	CN(C)CCCN1C(=O)C(=O)/C(=C(/O)c2ccc3c(c2)OCO3)C1c1ccco1 (stereo not drawn)	nt	97	nt	5	nt

entry	Diaphorase inh	Diaphorase act	APP transl inh	APP 5'UTR act	G6PDH CS
1	-4	1	-16	16	4
2	22	0.8	0	0	-4
3	13	0.9	-6	6	3
4	35	0.6	-16	16	2
5	16	0.8	7	-7	-5
6	nt	nt	5	-5	nt
7	-16	1.2	10&26	-11&-26	4
8	0	1	1	-1	-4
9	-11	1.1	-16	16	15
10	nt	nt	-1	1	nt

# (list continues)
entry	SMILES	FLuc act counter	STAT1 act	FLuc inh counter	TLR4 MyD88 comp	NF-kB neuron act
11	O=C1NC2(CCCCC2)Cc2ccccc21	1.1	97	-9	-5	0.97
12	O=C(O)CCS(=O)(=O)c1nc(-c2cccs2)cc(C(F)(F)F)n1	1.1	75	-8	3	1.4
13	O=C(CSc1nc2sc3c(c2c(=O)[nH]1)CCCC3)NCCO	1	108	2	3	1.1
14	COC(=O)C(C(=O)OC)C(C(C)C)C(C(=O)OC)C(=O)OC	1.1	103	-9	4	1.2
15	COc1ccc2c(C)c(Cl)c(=O)oc2c1	1.1	97	-5	-2	1.2
16	CCN(CC)c1nc(C)nc2c1sc(=S)n2C	1	103	-4	-2	1.1
17	COc1cccc(NC(=O)CC2COc3ccccc3O2)c1 (stereo not drawn)	1	102	-5	-3	1.2
18	O=C(CCc1ccccc1)Nc1nnc(-c2ccc3c(c2)OCCO3)o1	1	103	0	-17	1.7
19	Cc1sc2ncnc(N(C)Cc3ccco3)c2c1C	1	89	-4	-4	1.4
20	Cc1ccc(OCC(=O)Nc2ccc3c(c2)OCO3)c(C)c1	0.5	111	54*	-13	nt

entry	Diaphorase inh	Diaphorase act	APP transl inh	APP 5'UTR act	G6PDH CS
11	-10	1.1	7	-7	10
12	9	0.9	6	-6	3
13	21	0.8	11	-11	2
14	13	0.9	-16	16	1
15	9	0.9	6	-6	6
16	8	0.9	0	0	-4
17	1	1	-27	27	4
18	-2	1	-10	10	2
19	19	0.8	2	-2	3
20	10	0.9	-25	25	43

# (continued)
entry	SMILES	FLuc act counter	STAT1 act	FLuc inh counter	TLR4 MyD88 comp	NF-kB neuron act
21	O=c1oc2ccccc2c(NCCO)c1[N+](=O)[O-]	1.1	113	-10	-4	1
22	CCN(CC)C(=O)CSc1nc2ccccc2c(=O)n1OC(C)C	1.1	97	-9	-4	0.97
23	O=C(COc1ccc(C(=O)c2ccccc2)cc1)NCC(=O)Nc1ccccc1Br	1.1	95	-6	4	1.1
24	COc1cccc(CNc2ncn[nH]2)c1OCc1ccccc1F	1	98	-1	-9	0.83
25	S=C(NCCCN1CCOCC1)NC1CC1	1	99	-1	-17	nt
26	CC1=C(C(=O)NCCc2ccc(C)cc2)C2(CCC(C)CC2)OC1=O (stereo not drawn)	1.2	104	-16	-7	0.93
27	CCOC(=O)c1cc(-c2ccc(C)cc2)n(CC(=O)NCc2ccco2)c1C	1.1	99	-5	-5	1.1
28	C/C(CC(=O)Nc1ccccn1)=N\NC(=O)C(=O)Nc1cccc(Cl)c1C	1	102	-3	-5	1.5
29	CC(=O)NNC(=S)NC(=O)c1cccc([N+](=O)[O-])c1	1	98	-3	-7	0.94
30	O=C(Nc1c2c(nn1-c1ccccc1)CSC2)c1ccc(N2C(=O)CCC2=O)cc1	1	95	-4	9	1.3

entry	Diaphorase inh	Diaphorase act	APP transl inh	APP 5'UTR act	G6PDH CS
21	4	1	-9	9	3
22	9	0.9	6	-6	11
23	11	0.9	-14	14	0
24	-6	1.1	-14	14	9
25	15	0.8	-9	9	3
26	3	1	10	-11	15
27	15	0.9	8	-8	8
28	11	0.9	-9	9	15
29	34	0.7	-4	3	3
30	-2	1	13	-13	-1

# The list continues.
entry	SMILES	FLuc act counter	STAT1 act	FLuc inh counter	TLR4 MyD88 comp	NF-kB neuron act
31	O=C(N/N=C/c1cc(Br)cs1)c1ccccc1[N+](=O)[O-]	1	93	-2	-7	1.1
32	Cc1nc2ccc(NC(=O)COc3ccccc3F)cc2s1	0.9	112	11	1	1.5
33	N#Cc1nc(-c2ccco2)oc1N1CCN(Cc2ccccc2)CC1	1	99	-3	3	1.5
34	COc1ccc(CSCC(=O)Nc2ccc(S(=O)(=O)N3CCCCCC3)cc2)cc1	1	101	-5	3	0.65
35	CCn1nc(NC(=O)C2CCCO2)c2cc3cc(C)ccc3nc21 (stereo not drawn)	0.9	107	6	0	1.5
36	CC(C)(C)NC(=O)CCc1ncc(C(F)(F)F)cc1Cl	1	97	-1	4	1.4
37	c1ccc(-c2nnc3ccc(N4CCC5(CC4)OCCO5)nn23)cc1	1.1	109	-6	1	3.6*
38	Cn1c(=O)n(Cc2ccco2)c(=N)c2c3c(sc21)CCCC3	1	103	0	13	0.96
39	CN(C)S(=O)(=O)c1cccc(NC(=O)c2cncc(Br)c2)c1	1	93	1	7	0.83
40	CC(C)CN(CC(C)C)S(=O)(=O)N1CCC(C(=O)NCc2ccco2)CC1	1	94	-4	-1	1.2

entry	Diaphorase inh	Diaphorase act	APP transl inh	APP 5'UTR act	G6PDH CS
31	8	0.9	-4	4	-5
32	4	1	-37	37	5
33	13	0.9	19	-19	6
34	23	0.8	15	-15	-5
35	14	0.9	-28	28	10
36	7	0.9	-21	21	1
37	24	0.8	-10	10	0
38	-3	1	-9	9	-2
39	7	0.9	-20	20	7
40	7	0.9	-23	23	7

# Continued.
entry	SMILES	FLuc act counter	STAT1 act	FLuc inh counter	TLR4 MyD88 comp	NF-kB neuron act
41	Cc1nc2ccccc2nc(=O)c1NNc1ccccc1	0.9	129*	8	1	1.8
42	C=C(C)c1cccc(C(C)(C)NC(=O)N2CCN(CC(N)=O)CC2)c1	1.1	102	-6	-9	1.3
43	Cc1ccc(OCCn2cccn2)c(C)c1	1	105	-2	-11	0.91
44	CSc1ccc(C2CC(=O)Nc3nc(SC)[nH]c(=O)c32)cc1 (stereo not drawn)	1	87	0	-3	0.92
45	C=CCNC(=S)NNC(=O)C(CCC(C)C)CC(C)(C)O (stereo not drawn)	1.1	104	-10	1	0.78
46	NC(=O)[C@@H]1CCCCNc2c(F)cc([N+](=O)[O-])cc2C(=O)N[C@@H](CC(=O)O)C(=O)N[C@@H](CCC(=O)O)C(=O)N1	1	105	-4	1	1.1
47	O=C(c1ccc(F)cc1)N1CCN(C(=O)c2cccnc2)CC1	1	114	-5	-4	0.99
48	CC(=O)NC(=S)NNC(=O)COc1ccc([N+](=O)[O-])cc1	1	100	-4	-3	1.2
49	O=C(c1ccc(F)cc1)N1CCC(O)(c2cccnc2)CC1	1.1	94	-8	-6	1.1
50	CC(CC#CCN1CCOCC1)OCCC#N (stereo not drawn)	1.1	101	-7	8	1

entry	Diaphorase inh	Diaphorase act	APP transl inh	APP 5'UTR act	G6PDH CS
41	16	0.8	-24	24	-13
42	8	0.9	-19	nt	-2
43	-3	1	-8	8	4
44	10	0.9	13	-13	2
45	10	0.9	-29	29	6
46	25	0.8	-7	7	14
47	3	1	-2	2	1
48	50	0.5	-7	7	0
49	22	0.8	-36	36	6
50	-6	1.1	3	-3	10

# (continued)
entry	SMILES	FLuc act counter	STAT1 act	FLuc inh counter	TLR4 MyD88 comp	NF-kB neuron act
51	CC(O)CNc1nc2sc3c(c2c(=O)n1CCc1ccccc1)CCCCC3 (stereo not drawn)	1	103	-2	-3	0.98
52	COC(=O)CSc1nc(C)c2ccc(OC)cc2n1	0.9	108	7	11	1.1
53	COc1ccc(CC(=O)OCn2nnc3ccccc3c2=O)cc1	1	100	0	-2	1
54	Cn1cc2cc([N+](=O)[O-])ccc2n1	1	99	0	-5	1.2
55	CC(=O)/C=C/c1ccccc1O	1.1	83	-5	-12	1.5
56	COC(=O)c1c(N2C(=O)[C@H]3[C@@H](C2=O)[C@]2(C(=O)Nc4ccccc42)N2CCC[C@@H]32)sc(C)c1C	1	102	-3	-6	0.89
57	COc1cc(NC(=O)c2c(F)c(F)c(F)c(F)c2F)c(OC)cc1Cl	1.1	110	-7	3	1.4
58	C/C(=N\NC(=S)NCCc1ccccc1)c1cccs1	1	109	0	2	1.4
59	Cc1ccc(/C=N/n2cnc3sc(C)c(C)c3c2=O)o1	0.9	121	9	1	1.4

entry	Diaphorase inh	Diaphorase act	APP transl inh	APP 5'UTR act	G6PDH CS
51	28	0.7	-13	13	-9
52	4	1	-1	1	1
53	2	1	6	-6	15
54	-3	1	19	-19	-4
55	2	1	-4	4	3
56	17	0.8	-9	9	1
57	10	0.9	9	-9	-10
58	7	0.9	-9	9	9
59	11	0.9	1	-1	6

# Screening data from PubChem.

# Rows are unselected; overall some 5.6% were active at least once.
